TcdB inh: TcdB glycohydrolase inhibition; P18177; TcdB glycohydrolase enzymatic assay, plate reader; inhibition, % at 9.99 µM; actives 0.24% (n = 350,000); in the data active = inhibition above about 10%
Target sequence (P18177 whole entry, looked up): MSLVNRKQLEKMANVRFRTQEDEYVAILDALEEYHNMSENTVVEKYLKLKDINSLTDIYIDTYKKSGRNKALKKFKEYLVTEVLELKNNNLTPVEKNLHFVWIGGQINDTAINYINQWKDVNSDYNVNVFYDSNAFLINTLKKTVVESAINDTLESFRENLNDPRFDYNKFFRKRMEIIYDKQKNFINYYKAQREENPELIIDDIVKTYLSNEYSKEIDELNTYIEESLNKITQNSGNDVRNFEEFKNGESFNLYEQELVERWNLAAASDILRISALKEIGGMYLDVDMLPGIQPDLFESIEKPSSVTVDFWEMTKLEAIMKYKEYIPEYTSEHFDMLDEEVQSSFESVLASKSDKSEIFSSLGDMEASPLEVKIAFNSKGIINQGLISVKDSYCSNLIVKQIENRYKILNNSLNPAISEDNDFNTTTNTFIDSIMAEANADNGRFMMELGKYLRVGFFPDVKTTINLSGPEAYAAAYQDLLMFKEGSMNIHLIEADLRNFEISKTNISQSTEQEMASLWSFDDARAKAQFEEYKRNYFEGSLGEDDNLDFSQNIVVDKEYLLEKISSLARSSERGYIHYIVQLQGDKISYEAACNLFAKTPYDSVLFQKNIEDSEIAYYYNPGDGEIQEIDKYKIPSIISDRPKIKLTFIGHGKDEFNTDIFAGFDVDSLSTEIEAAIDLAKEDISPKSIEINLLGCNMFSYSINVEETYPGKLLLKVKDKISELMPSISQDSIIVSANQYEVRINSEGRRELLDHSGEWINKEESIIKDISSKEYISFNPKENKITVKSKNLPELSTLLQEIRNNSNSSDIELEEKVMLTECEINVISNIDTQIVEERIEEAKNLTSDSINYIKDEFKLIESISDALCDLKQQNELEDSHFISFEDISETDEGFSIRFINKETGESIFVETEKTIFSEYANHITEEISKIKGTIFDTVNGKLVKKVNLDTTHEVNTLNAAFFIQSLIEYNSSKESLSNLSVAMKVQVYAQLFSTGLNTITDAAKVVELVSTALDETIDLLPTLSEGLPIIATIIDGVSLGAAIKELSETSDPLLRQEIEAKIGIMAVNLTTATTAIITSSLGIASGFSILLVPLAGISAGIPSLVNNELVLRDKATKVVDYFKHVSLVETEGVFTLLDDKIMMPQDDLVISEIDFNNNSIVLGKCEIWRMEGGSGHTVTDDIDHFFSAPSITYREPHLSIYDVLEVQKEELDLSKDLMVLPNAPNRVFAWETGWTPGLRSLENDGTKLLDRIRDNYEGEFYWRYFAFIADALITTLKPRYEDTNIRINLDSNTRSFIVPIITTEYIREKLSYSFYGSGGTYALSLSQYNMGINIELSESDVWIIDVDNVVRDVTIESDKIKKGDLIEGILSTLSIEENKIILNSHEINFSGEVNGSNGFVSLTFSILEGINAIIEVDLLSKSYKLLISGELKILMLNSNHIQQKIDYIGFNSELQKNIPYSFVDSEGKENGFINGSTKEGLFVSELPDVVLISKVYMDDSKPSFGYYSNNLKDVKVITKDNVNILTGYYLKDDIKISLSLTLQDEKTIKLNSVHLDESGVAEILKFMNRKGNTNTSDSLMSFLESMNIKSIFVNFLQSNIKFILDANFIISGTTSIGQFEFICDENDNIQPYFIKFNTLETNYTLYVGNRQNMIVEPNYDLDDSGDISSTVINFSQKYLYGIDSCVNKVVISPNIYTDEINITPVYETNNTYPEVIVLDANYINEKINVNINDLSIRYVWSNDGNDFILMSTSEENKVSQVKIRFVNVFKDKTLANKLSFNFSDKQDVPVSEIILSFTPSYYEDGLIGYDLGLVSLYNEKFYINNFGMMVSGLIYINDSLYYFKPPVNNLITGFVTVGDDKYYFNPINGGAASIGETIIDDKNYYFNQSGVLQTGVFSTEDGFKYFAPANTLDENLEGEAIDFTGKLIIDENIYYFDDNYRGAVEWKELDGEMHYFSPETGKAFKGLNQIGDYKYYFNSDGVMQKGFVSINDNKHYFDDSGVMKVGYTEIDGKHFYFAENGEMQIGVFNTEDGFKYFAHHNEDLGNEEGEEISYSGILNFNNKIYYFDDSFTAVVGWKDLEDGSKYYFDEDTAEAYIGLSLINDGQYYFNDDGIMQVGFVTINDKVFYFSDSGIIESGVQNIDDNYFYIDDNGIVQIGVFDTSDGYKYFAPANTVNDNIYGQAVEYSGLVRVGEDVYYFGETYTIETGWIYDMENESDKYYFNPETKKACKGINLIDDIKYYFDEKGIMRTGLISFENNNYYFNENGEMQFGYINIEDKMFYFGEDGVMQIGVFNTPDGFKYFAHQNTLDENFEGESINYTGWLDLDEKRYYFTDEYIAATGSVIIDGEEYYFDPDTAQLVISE
Mtb BioA inh: blocks M. tuberculosis BioA enzyme activity. purified M. tuberculosis BioA enzyme, plate reader. inhibition, % at 9.99 µM. actives 0.096% (n = 360,000). AID 602481; in the data active = inhibition above about 40%
An asterisk follows results filed as active; & = joins results of further samples.

SMILES | TcdB inh | Mtb BioA inh
CN(C)c1ccc2c(c1)[C@@H]1C[C@@H](CC(=O)N3CCc4ccccc4C3)O[C@H](CO)[C@@H]1O2 | -55 | -1.5
CN1C(=O)c2cc(NC(=O)c3ccccc3Cl)ccc2OC[C@@H]2O[C@H](CC(=O)O)CC[C@H]21 | 1.0 | -0.5
O=C(C[C@H]1CC[C@@H]2[C@H](COC[C@H](O)CN2C(=O)c2ccccc2)O1)Nc1ccc(-c2ccccc2)cc1 | 0.9 | -2.3
C[C@@H]1CN([C@H](C)CO)C(=O)c2cc(NC(=O)Nc3ccc4c(c3)OCO4)ccc2O[C@@H]1CN(C)Cc1ccc(-c2ccccc2)cc1 | 0.0 | -1.3
C[C@@H]1CN([C@H](C)CO)C(=O)c2cc(NS(=O)(=O)c3ccccc3)ccc2O[C@@H]1CN(C)S(=O)(=O)c1cn(C)cn1 | -0.8 | -0.3
Cc1noc(C)c1S(=O)(=O)N(C)C[C@H]1OCCCC[C@@H](C)Oc2ccc(NC(=O)Cc3ccccc3)cc2C(=O)N([C@@H](C)CO)C[C@H]1C | 1.2 | 2.1
COc1ccc(CN(C)C[C@@H]2OCCCC[C@@H](C)Oc3ccc(NC(=O)Nc4ccc(OC)cc4)cc3C(=O)N([C@H](C)CO)C[C@@H]2C)cc1 | -0.7 | -0.8
C/C=C/c1ccc([C@H]2[C@@H](CO)N3CCCCN(C(=O)Nc4ccc(OC)cc4)C[C@H]23)cc1 | 1.0 | 0.1
CN(C)C(=O)C[C@@H]1CC[C@@H]2[C@H](COC[C@@H](O)CN2C(=O)C2CCCC2)O1 | -1.1 | -0.7
O=C(N[C@H]1CC[C@@H](CCn2cc(-c3ccccn3)nn2)O[C@H]1CO)c1ccncc1 | -1.0 | -1.1
C[C@H](CO)N1C[C@H](C)[C@H](CN(C)C)Oc2ccc(NC(=O)C3CC3)cc2C1=O | 0.8 | -0.1
C[C@H](O)C#Cc1ccc2c(c1)O[C@H](CN(C)Cc1ccc(-c3ccccc3)cc1)[C@H](C)CN([C@@H](C)CO)S2(=O)=O | 0.6 | -0.7
CC(C)NC(=O)Nc1ccc2c(c1)C(=O)N([C@@H](C)CO)C[C@@H](C)[C@H](CN(C)C(=O)Nc1ccc(C(F)(F)F)cc1)OCCCC[C@H](C)O2 | 0.6 | -1.8
O=C(C[C@H]1C[C@H]2c3cc(NS(=O)(=O)c4ccc(F)cc4)ccc3O[C@H]2[C@@H](CO)O1)N1CCOCC1 | 0.0 | -0.1
Cc1noc(C)c1NC(=O)N(C)C[C@H]1OCCCC[C@@H](C)Oc2ccc(NC(=O)c3ccccc3)cc2C(=O)N([C@@H](C)CO)C[C@H]1C | 0.5 | -0.4

Next section (four carried over from the part before).
SMILES | TcdB inh | Mtb BioA inh
C[C@H](O)C#Cc1ccc2c(c1)O[C@H](CN(C)Cc1ccc(-c3ccccc3)cc1)[C@H](C)CN([C@@H](C)CO)S2(=O)=O | 0.6 | -0.7
CC(C)NC(=O)Nc1ccc2c(c1)C(=O)N([C@@H](C)CO)C[C@@H](C)[C@H](CN(C)C(=O)Nc1ccc(C(F)(F)F)cc1)OCCCC[C@H](C)O2 | 0.6 | -1.8
O=C(C[C@H]1C[C@H]2c3cc(NS(=O)(=O)c4ccc(F)cc4)ccc3O[C@H]2[C@@H](CO)O1)N1CCOCC1 | 0.0 | -0.1
Cc1noc(C)c1NC(=O)N(C)C[C@H]1OCCCC[C@@H](C)Oc2ccc(NC(=O)c3ccccc3)cc2C(=O)N([C@@H](C)CO)C[C@H]1C | 0.5 | -0.4
CC(C)CC#Cc1cnc2c(c1)C(=O)N([C@H](C)CO)C[C@H](C)[C@H](CN(C)CC1CCOCC1)O2 | 0.3 | -0.5
O=C(CCN1CCCCC1)N[C@@H]1C=C[C@@H](CC(=O)N2CCC(Cc3ccccc3)CC2)O[C@H]1CO | -1.6 | 4.5
O=C(N[C@H]1CC[C@H](CCNC(=O)C2CCCC2)O[C@H]1CO)c1ccncc1 | -1.7 | -2.4
C[C@H]1CCCCO[C@@H](CN(C)C(=O)Nc2ccc(C(F)(F)F)cc2)[C@@H](C)CN([C@@H](C)CO)C(=O)c2cc(NS(=O)(=O)c3cccs3)ccc2O1 | -0.3 | -1.3
CCC(=O)Nc1ccc2c(c1)OC[C@H](C)N(C(=O)c1cccnc1)C[C@@H](C)[C@@H](OC)CN(C)C2=O | -8.8 | 4.0
CO[C@@H]1CN(C)C(=O)c2ccc(NS(C)(=O)=O)cc2OC[C@H](C)N(C(=O)CN(C)C)C[C@@H]1C | -2.3 | -0.2
Cc1ccccc1S(=O)(=O)N1[C@@H]2c3ccc(-c4cccnc4)c(=O)n3C[C@H]1[C@H](CO)[C@H]2C(=O)O | 1.6 | -2.2
C[C@@H]1CN([C@H](C)CO)C(=O)c2cccc(NC(=O)C3CC3)c2O[C@@H]1CN(C)S(=O)(=O)c1ccc(Cl)cc1 | 0.1 | 2.5
C[C@H]1CN([C@@H](C)CO)C(=O)Cc2cc(NC(=O)Nc3ccc(F)cc3)ccc2O[C@@H]1CN(C)S(=O)(=O)c1cccs1 | -0.5 | -0.6
O=C(C[C@H]1C=C[C@@H](NS(=O)(=O)c2ccc(F)cc2)[C@H](CO)O1)NCc1ccc(Cl)c(Cl)c1 | 1.1 | -1.1
CC(C)NC(=O)Nc1cccc2c1O[C@H](CN(C)S(C)(=O)=O)[C@H](C)CN([C@H](C)CO)C2=O | -0.3 | -0.3
COc1ccc(NC(=O)Nc2cccc3c2O[C@@H](CN(C)C(=O)Nc2ccc4c(c2)OCO4)[C@@H](C)CN([C@@H](C)CO)C3=O)cc1 | 0.3 | -1.4
CO[C@@H]1CN(C)C(=O)c2cc(NC(=O)Nc3ccc(Cl)cc3)ccc2OC[C@H](C)NC[C@H]1C | 1.9&-1.1 | -0.8
O=C(C[C@@H]1C[C@@H]2c3cc(NC(=O)Nc4ccc(C(F)(F)F)cc4)ccc3O[C@@H]2[C@H](CO)O1)NCCc1ccccc1 | -0.1 | -2.2
C[C@H](CO)N1C[C@H](C)[C@@H](CN(C)S(=O)(=O)CC(F)(F)F)OCc2ccccc2-c2c(n(C)c3ccccc23)C1=O | -0.1 | 0.5
COCC(=O)N1[C@H](CO)[C@@H]2c3ccccc3N(C(=O)Nc3cc(F)ccc3F)C[C@@H]21 | -1.7 | 4.0
O=C(C[C@H]1CC[C@H]2[C@@H](COC[C@@H](O)CN2C(=O)Nc2cccc(Cl)c2)O1)NCCCN1CCOCC1 | -1.2 | -1.8
C[C@H]1CN([C@@H](C)CO)C(=O)c2cccc(NS(=O)(=O)c3ccc(F)cc3)c2O[C@@H]1CN(C)Cc1ccc(-c2ccccc2)cc1 | 1.0 | 0.4
C[C@@H]1CCCCO[C@H](CN(C)CC2CCCCC2)[C@H](C)CN([C@H](C)CO)C(=O)c2cc(NC(=O)c3ccncc3)ccc2O1 | -0.3 | -0.1
CCC(=O)Nc1ccc2c(c1)C(=O)N(C)C[C@H](OC)[C@H](C)CN(C(=O)c1ccc(F)cc1)[C@@H](C)CO2 | -1.3 | 1.7
C[C@H](CO)N1C[C@H](C)[C@H](CN(C)Cc2ccc(-c3ccccc3)cc2)Oc2c(NC(=O)C3CCOCC3)cccc2C1=O | 0.3 | -0.3
CS(=O)(=O)N1[C@H](C#N)[C@H](c2ccc(C#CC3CCCCC3)cc2)[C@H]1CO | 0.7 | -0.5
C[C@H](O)C#Cc1ccc2c(c1)O[C@@H](CN(C)Cc1cccnc1)[C@@H](C)CN([C@H](C)CO)S2(=O)=O | -0.7 | 5.5
C[C@@H]1CN([C@H](C)CO)C(=O)c2c(c3ccccc3n2C)-c2ccccc2CO[C@@H]1CN(C)C(=O)[C@@H]1CCCN1C | -0.8 | -0.8
C[C@H]1CCCCO[C@H](CN(C)C(=O)Nc2ccc(F)cc2)[C@@H](C)CN([C@@H](C)CO)C(=O)c2cc(NS(=O)(=O)c3cn(C)cn3)ccc2O1 | -0.1 | 2.1
Cc1noc(C)c1NC(=O)N(C)C[C@H]1Oc2ncc(C#CC3CC3)cc2C(=O)N([C@H](C)CO)C[C@H]1C | -0.3 | 0.5
C[C@H]1CCCCO[C@@H](CN(C)Cc2ccc3c(c2)OCO3)[C@@H](C)CN([C@@H](C)CO)C(=O)c2cc(NC(=O)Nc3ccc(F)cc3)ccc2O1 | 0.5 | -0.8
C[C@H](O)C#Cc1cnc2c(c1)C(=O)N([C@H](C)CO)C[C@@H](C)[C@H](CN(C)C(=O)Cc1ccccn1)O2 | -0.8 | -2.2
CCCNC(=O)N[C@H]1CC[C@@H](CCn2cc(C3CCCC3)nn2)O[C@@H]1CO | -1.1 | 4.6
C[C@H]1CN([C@@H](C)CO)S(=O)(=O)c2ccc(C#Cc3ccccc3)cc2O[C@H]1CN(C)C(=O)Nc1ccccc1 | -0.2 | -1.5
C[C@@H]1CN([C@H](C)CO)C(=O)c2cc(NS(C)(=O)=O)ccc2O[C@@H]1CN(C)S(=O)(=O)c1cn(C)cn1 | 0.3 | -0.1
C[C@@H]1CN([C@H](C)CO)S(=O)(=O)c2ccc(-c3cccc(C#N)c3)cc2O[C@H]1CN(C)C(=O)c1cccnc1 | 0.4 | 1.5

Record cards (already shown). Screens in order: TcdB inh	Mtb BioA inh
`C[C@H](O)C#Cc1ccc2c(c1)O[C@@H](CN(C)Cc1cccnc1)[C@@H](C)CN([C@H](C)CO)S2(=O)=O` as listed: -0.7	5.5
`C[C@H](O)C#Cc1cnc2c(c1)C(=O)N([C@H](C)CO)C[C@@H](C)[C@H](CN(C)C(=O)Cc1ccccn1)O2` as listed: -0.8	-2.2
`C[C@H]1CN([C@@H](C)CO)S(=O)(=O)c2ccc(C#Cc3ccccc3)cc2O[C@H]1CN(C)C(=O)Nc1ccccc1` as listed: -0.2	-1.5
`C[C@H](CO)N1C[C@H](C)[C@H](CN(C)Cc2ccc(-c3ccccc3)cc2)Oc2c(NC(=O)C3CCOCC3)cccc2C1=O` as listed: 0.3	-0.3
`CCC(=O)Nc1ccc2c(c1)C(=O)N(C)C[C@H](OC)[C@H](C)CN(C(=O)c1ccc(F)cc1)[C@@H](C)CO2` as listed: -1.3	1.7

Screens (PubChem BioAssay)

An excerpt; the hit share may differ from the screen's.
